# Compound activity (PubChem)
# IL-2 act: qHTS of IL-2 Activators; IL-2 activation reporter assay, cell-based qHTS; stimulated with anti-CD3/CD4/CD28 beads; in transgenic mouse T cells; activation, % (series mostly up to about 46 µM); 360,000 compounds, 0.065% hits; AID 652025, 2013; in the data active means activation above about 50%; inconclusive means mostly about 30% to 49%; further: 0% is about no effect
#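 Screening format: compound pinned onto unstimulated transgenic mouse T cells, 60 min incubation, then anti-CD3/anti-CD4/anti-CD28 bead stimulation for 18 hours at 37 degrees C, followed by EGFP and DsRed detection.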
# GLP-1R agonist: qHTS of GLP-1 Receptor Agonists | AID 624172, 2012 | HEK293 GLP-1R CRE-luciferase, luminescence, 4-6 h; cells express a hypersensitive GLP-1R form | Glucagon-like peptide 1 receptor (Homo sapiens), P43220 | Potency, µM (titrated, usually from 45.6 µM), without a hit: at the highest dose activation, hits mostly activators | 380,000 compounds, 0.007% hits; further: potency means the concentration at half of the fitted maximal effect; % of control where 0% means no effect
# D3 ag: qHTS of D3 Dopamine Receptor Agonist: qHTS. AID 652048, 2013. max activation, %. 410,000 compounds, 0.58% hits. D3R DiscoveRx beta-arrestin cells, luminescence, 90 min. D(3) dopamine receptor (Homo sapiens), P35462; in the data active means max activation above about 30%; further: 0% is about no effect; mostly tested at two doses, the higher about 12 µM
# Target sequence (P35462 whole entry, looked up): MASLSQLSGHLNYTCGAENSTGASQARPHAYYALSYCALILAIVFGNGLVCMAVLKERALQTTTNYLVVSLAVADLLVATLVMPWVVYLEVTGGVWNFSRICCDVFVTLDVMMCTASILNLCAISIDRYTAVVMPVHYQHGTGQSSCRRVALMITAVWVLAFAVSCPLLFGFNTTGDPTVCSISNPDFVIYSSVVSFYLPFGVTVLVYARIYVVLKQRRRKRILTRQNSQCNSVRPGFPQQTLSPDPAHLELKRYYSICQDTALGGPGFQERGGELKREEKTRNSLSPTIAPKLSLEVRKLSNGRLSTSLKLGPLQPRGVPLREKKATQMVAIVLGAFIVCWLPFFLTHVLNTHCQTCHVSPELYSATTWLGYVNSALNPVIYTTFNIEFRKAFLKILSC
#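 Cells at 1500/well, incubated overnight, then treated with pinned compounds (dopamine as control) for 90 min at 37 degrees C. DiscoveRx reagent added for 30 - 60 minutes at room temperature; luminescence read.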
# WRN helicase inh: qHTS for Inhibitors of WRN Helicase. Bifunctional 3'-5' exonuclease/ATP-dependent helicase WRN (Homo sapiens), Q14191. WRN helicase unwinding, fluorescent forked duplex, kinetic. Potency, µM (doses to about 114 µM), for inactives: at the highest dose activity change, negative = inhibition, usual class: inhibitors. 360,000 compounds, 0.46% hits. AID 651768, 2012; further: potency means the concentration at half of the fitted maximal effect; on the % scale 0 is the no-effect control and ±100 the full control effect; nearly all actives have a fitted effect of over 55% in size
#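 Screening of the MLSMR collection measured strand separation of a quenched forked DNA duplex (100 nM) by 20 nM WRN with 2 mM ATP, all final. Compounds were preincubated with enzyme 15 min at room temperature.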
# GLP1R inv ag: qHTS of GLP-1 Receptor Inverse Agonists (Inhibition Mode) | Glucagon-like peptide 1 receptor (Homo sapiens), P43220 | HEK293 GLP-1R CRE-luciferase, luminescence, 24 h; GLP-1R form is constitutively active | Potency, µM (highest dose often 38.3 µM), without a hit: at the highest dose activity change, negative = inhibition, most hits filed as inhibitors | 410,000 compounds, 1.6% hits | AID 624417, 2012; further: potency means the concentration at half of the fitted maximal effect; on the % scale 0 is the no-effect control and ±100 the full control effect; nearly all actives have a fitted effect of over 55% in size
#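 Inverse agonism was detected as reduced cAMP-driven luciferase luminescence after 24 h compound treatment. The cells were HEK293 clones expressing constitutively active human GLP-1R with the reporter. Reporter-only and GPR119 cell lines served as counterscreen controls.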
# GLP1R cytotox: qHTS of GLP-1 Receptor Inverse Agonists: Cytotox Screen; Potency, µM (doses to about 38.3 µM), inactives show at the top dose activity change, negative = inhibition, usual class: inhibitors; 410,000 compounds, 0.13% hits; HEK293 cAMP-luciferase reporter cells, luminescence, 24 h; AID 624418, 2012;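 further: loss of luciferase light is scored as toxicity; potency means the concentration at half of the fitted maximal effect; on the % scale 0 is the no-effect control and ±100 the full control effect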
#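 To flag toxic compounds, the library was rerun on cells for 24 hr at 37 deg C and 5% CO2. Viability-linked luminescence was captured 12 min after adding luciferase detection reagent.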
# PLK1 PBD inh: qHTS for Inhibitors of PLK1-PDB (polo-like kinase 1 - polo-box domain): Primary Screen; Plk1 PBD binding of FITC phosphopeptide, fluorescence polarization; Potency, µM, for inactives: max response, negative = inhibition, actives largely listed as inhibitors; 360,000 compounds, 2.8% hits; Serine/threonine-protein kinase PLK1 (Homo sapiens), P53350; AID 720504, 2013; further: potency means the concentration at half of the fitted maximal effect; series mostly up to about 57 µM; on the % scale 0 is the no-effect control and ±100 the full control effect; nearly all actives have a fitted effect of over 65% in size
# Target sequence (P53350 whole entry, looked up, the tested form may be a part): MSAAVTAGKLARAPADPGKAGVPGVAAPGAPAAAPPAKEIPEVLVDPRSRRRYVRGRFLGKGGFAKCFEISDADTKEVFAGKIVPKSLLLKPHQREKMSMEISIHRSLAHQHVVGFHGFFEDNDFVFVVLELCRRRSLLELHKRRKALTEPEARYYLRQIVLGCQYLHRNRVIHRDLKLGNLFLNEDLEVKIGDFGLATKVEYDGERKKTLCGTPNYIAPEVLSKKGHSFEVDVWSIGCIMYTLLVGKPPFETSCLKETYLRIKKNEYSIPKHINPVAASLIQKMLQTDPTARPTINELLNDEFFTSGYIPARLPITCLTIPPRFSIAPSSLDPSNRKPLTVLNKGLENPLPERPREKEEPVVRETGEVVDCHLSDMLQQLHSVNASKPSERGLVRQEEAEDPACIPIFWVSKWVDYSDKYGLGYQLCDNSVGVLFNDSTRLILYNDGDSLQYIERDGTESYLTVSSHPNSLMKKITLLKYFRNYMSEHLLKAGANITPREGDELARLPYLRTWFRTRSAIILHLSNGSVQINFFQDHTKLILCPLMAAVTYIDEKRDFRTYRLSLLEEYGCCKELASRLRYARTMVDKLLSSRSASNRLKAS
# PI5P4Ka inh: qHTS for Inhibitors of phosphatidylinositol 5-phosphate 4-kinase (PI5P4K) | PI5P4Kalpha enzyme, ADP-Glo luminescence, 60 min; hits give low values | 330,000 compounds, 1.2% hits | max response, % | Phosphatidylinositol 5-phosphate 4-kinase type-2 alpha (Homo sapiens), P48426 | AID 652105, 2013; active means max response of -50% or lower; inconclusive means between -30% and -50%; inactive means -30% or higher; further: value at the top dose of about 77 µM; on the % scale 0 is the no-effect control and ±100 the full control effect
#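 Compounds were pin-transferred onto PI5P4Kalpha and substrate in HEPES pH 7.4 buffer with EGTA, CHAPS and 5% DMSO. ATP (5 microM final) started the reaction, which ran 60 minutes at room temperature before ADP-Glo detection.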
# D3 antag: qHTS of D3 Dopamine Receptor Antagonist: qHTS | D(3) dopamine receptor (Homo sapiens), P35462 | D3R cells, DiscoveRx beta-arrestin luminescence, antagonist mode; hits give low values | max response, negative = inhibition, % | 360,000 compounds, 2.5% hits; in the data active means max response below about -50%; inconclusive means no clear call, values can overlap the other calls; further: on the % scale 0 is the no-effect control and ±100 the full control effect; mostly tested at two doses, the higher about 12 µM
#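 Cells expressing the human receptor were seeded at 1500 cells/well, incubated overnight at 37 degrees C in 5% CO2, then exposed to library compounds with dopamine controls for 90 minutes at 37 degrees C before luminescent detection.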
# * = called active by the depositor; u = inconclusive; x = no result given; & = joins results of further samples; [ ] = another dose, or the depositor's remark. Unless noted, the call rests on the fitted dose curve; in most records, active means well fitted curve in the direction sought with a large enough effect; inconclusive means small, poorly fitted or top-dose-only effect, or another doubt; inactive means no such curve, though single readings can be large; an effect the other way counts as inactive or inconclusive. Not a hit list; any-hit rate near 7.8%.
SMILES,IL-2 act,GLP-1R agonist,D3 ag,WRN helicase inh,GLP1R inv ag,GLP1R cytotox,PLK1 PBD inh,PI5P4Ka inh,D3 antag
Cc1cc(C)nc(SCC(=O)Nc2ccc(S(=O)(=O)Nc3ncccn3)cc2)n1,0.5,1%,34*,-1%,7%,-1%,3%,-1,4
COc1ccc(NC(=O)c2sccc2C)c([N+](=O)[O-])c1,-0.3,8%,2,3%,25%,-23%,-16%,0,-15
COc1ccc(NC(=O)C2CCN(S(=O)(=O)c3cccc4cccnc34)CC2)cc1,-0.5,-1%,-4,-1%,-9%,u,-18%,-6,0
S=C(NCCc1ccccn1)Nc1ccc(Cl)cc1Cl,-1.4,7%,-2,-8%,-14%,6%,-11%,0,-5
COc1ccc(C(CNc2nc(-c3cccnc3)nc3ccccc23)N(C)C)cc1 (stereo unspecified),0.6,17%,-15,-5%,u,-27%,-6%,-8,u
COc1ccc(-c2n[nH]c(=S)n2-c2ccccc2C)cc1OC,-2.7,-1%,2,20%,16%,-13%,-18%,-8,1
CCCCCC1(C)NC(=S)N(c2ccccc2)N1 (stereo unspecified),-0.1,-1%,-8,-14%,u,-7%,-10%,5,-14
CCOC(=O)C1CCN(S(=O)(=O)c2cc(C(=O)N3CCCCC3)ccc2OC)CC1,-2.6,1%,2,6%,10%,-10%,1%,-1,6
CC1CCCN(C(=O)CSc2nnc(-c3cccs3)o2)C1 (stereo unspecified),-5.1,12%,-4,3%,-15%,9%,-13%,-8,-9
CCC(C)[C@H](NC(=O)NC1CCN(Cc2ccccc2)CC1)C(=O)OC (stereo partly specified),-1.1,1%,-38,0%,21%,1%,-1%,x,-50*
Nc1cc(C(=O)O)c(Oc2ccc(Cl)cc2Cl)cc1C(=O)O,0.0,-2%,-3,-7%[57.1 µM],-2%,1%,-21%,5,0
Cc1csc(=O)n1CC(=O)OCc1nnc(-c2ccc([N+](=O)[O-])cc2)o1,0.5,12%,-12,0%,2%,-6%,-6%,2,-17
O=C(CNC(=O)c1ccc(-c2ccccc2)cc1)OCc1c(F)cccc1Cl,0.2,-4%,1,7%,-1%,1%,-10%,0,0
Cn1c(=O)[nH]c(=O)c2c1nc(N1CCCC1)n2CC(O)COc1ccccc1 (stereo unspecified),-1.0,-2%,-3,-3%,10%,-1%,-11%,-3,-12
CCCSc1nc2cc(OC)c(OC)cc2c(=N)n1CCCN1CCOCC1,-1.0,8%,-16,27%,-1%[0.307 µM],-1%[0.307 µM],-12%,4,-5
CCOc1ccc(CCNC(=O)COC(=O)c2ccc(Br)o2)cc1OCC,0.1,13%,-6,-16%,1%,0%,-9%,2,-9
Clc1ccc(-[n+]2c(-c3cccc(Br)c3)[nH]c3nc4ccccc4nc32)cc1,-5.3,9%,8,3%,-3%,3%,-20%,10,-14
c1ccc2c(c1)CCN(c1nc3cc4c(cc3s1)OCCO4)C2,0.3,-14%,6,-8%,7.1µM*,-14%,-9%,x,5
Cc1cc(NC(=O)CSc2ccc(-c3cccc([N+](=O)[O-])c3)nn2)no1,-0.2,2%,0,-16%,8%[7.66 µM],4%[7.66 µM],2%,0,12
C/C(=N\n1c(C)nc2ccccc2c1=O)c1ccc(C)o1,-3.0,0%,8,0%,8%,6%,1%,1,6
COc1ccc(N(CC(=O)NC2CCCC2)C(=O)Cn2nnc(-c3ccc(C)o3)n2)c(OC)c1,-0.5,13%,0,-3%,-4%,14%,-3%,3,1
CC(=O)c1ccc(N2CCN(C(=O)C(=O)c3cn(CC(=O)N4CCCCCC4)c4ccccc34)CC2)cc1,3.4,-10%,-5,-29%,39%[activator],10%,-15%,-12,-24
CC(=O)c1sc2nc(-c3cccs3)cc(C(F)(F)F)c2c1N,1.0,2%,4,-2%,5%,85%[activator],52%[activator],-4,0
COCCN1C[C@@H](CO)O[C@@H](n2cnc3c(N4CCN(CCO)CC4)ncnc32)C1,0.5,-3%,-14,-8%,22%,1%,-5%,-1,3
CC(C)[C@H](CN1CCC[C@H]1CN1C(N)=NC[C@@H]1Cc1ccccc1)N1C[C@@H](Cc2ccccc2)N(CCc2ccc(Cl)c(Cl)c2)C1=N,-1.1,-5%,-11,u,7%,20%,-5%,u,-29

# Next section, starting with the last 2 of the part before.
SMILES,IL-2 act,GLP-1R agonist,D3 ag,WRN helicase inh,GLP1R inv ag,GLP1R cytotox,PLK1 PBD inh,PI5P4Ka inh,D3 antag
COCCN1C[C@@H](CO)O[C@@H](n2cnc3c(N4CCN(CCO)CC4)ncnc32)C1,0.5,-3%,-14,-8%,22%,1%,-5%,-1,3
CC(C)[C@H](CN1CCC[C@H]1CN1C(N)=NC[C@@H]1Cc1ccccc1)N1C[C@@H](Cc2ccccc2)N(CCc2ccc(Cl)c(Cl)c2)C1=N,-1.1,-5%,-11,u,7%,20%,-5%,u,-29
COc1ccc(CCNC(=O)CSc2nnc3ccc(-c4cccnc4)nn23)cc1,0.5,-7%,1,-1%,34%[activator],2%,-17%,7,1
CCOc1ccc(NC(=O)CSc2nc(NS(=O)(=O)c3ccc(C)cc3)cc(=O)[nH]2)cc1,-0.4,0%,1,1%[11.6 µM],20%,-6%,-7%,-8,5
CCCCCCCCCCCC1=C(O)C(=O)C=C(O)C1=O,0.4,-8%,14,-1%,-23%,0%,30µM*,-62*,0
COc1ccccc1CNC(=O)CC(C)C,1.2,0%,1,12%,0%,-3%,12µM*,u,-9
O=C(CCS(=O)(=O)c1ccc(Br)cc1)NCc1ccc(F)cc1,0.1,-4%,-5,-16%,9%,1%,-19%,u,-1
O=C(c1ccc(Cl)c(S(=O)(=O)NCc2ccco2)c1)N1CCN(c2ccccc2F)CC1,2.7,-1%,-3,2%,u,-22%,27µM*,2,27
CCOC(=O)c1nnsc1NC(=O)Nc1ccc(OC)cc1,-2.5,2%,-15,12%,17%,1%,-8%,-4,-18
Cc1cc(C)cc(NC(=O)C2CCCN2S(=O)(=O)c2ccc3c(c2)C(C)(C)C(=O)N3C)c1 (stereo unspecified),-0.3,0%,-2&4,-3%,6%&10%,-1%&6%,0%,-3,13
Cc1noc2ncnc(Sc3ccc(Cl)cc3)c12,-0.1,-30%[inhibitor],-10,-15%,-21%,-21%,u,12,-5
COc1ccc(C(C(=O)NC2CCCCC2)n2c(=O)c(-c3cc4ccccc4[nH]3)nc3ccccc32)cc1 (stereo unspecified),-0.6,x,13,-4%,u,410%[activator],8%,-3,31
CN(Cc1c(C(=O)N/N=C/c2cccc(F)c2)nnn1-c1nonc1N)C1CCCCC1,-2.2,0%,-5,-3%,2%,-2%,-18%,6,17
Cc1oc(-c2ccc(Cl)cc2)nc1CS(=O)CC(=O)NCc1cccs1 (stereo unspecified),-2.1,-2%,-9,5%,-33%,13%,-29%,-10,-15
Cc1cc(OCC(=O)OCC(=O)N2CCc3ccccc3C2)ccc1Cl,0.3,6%,-18,1%,8%,-16%,-3%,12,-14
c1ccc(C2[C@H]3CN(CC4CCCCC4)[C@H](c4ccccc4)C34CC2(c2cccnc2)C4)cc1 (stereo partly specified),-3.7,6%,0,-3%,u,18%,-9%,-1,-1
Cc1cc(C(=O)OCC(=O)c2ccc(Cl)c([N+](=O)[O-])c2)c2cccc(C)c2n1,0.3,-1%,-4,-37%,0%,-16%,-3%,-28,u
Cc1c(-c2ccccc2)nc2ccccc2c1C(=O)Oc1ccc([N+](=O)[O-])cc1,0.2,-16%,-6,-12%,-18%,3%,-3%,4,0
CC(=O)NC(=O)c1nnn(Cc2ccccc2)c1NC(C)=O,0.6,12%,1,-10%,4%,3%,-7%,2,9
CC1CN(CC(O)COc2ccccc2C(C)(C)C)CC(C)O1 (stereo unspecified),0.7,6%,1,-4%,u,-20%,-11%,1,-6
Cc1ccccc1NC(NC(=O)OCCn1c([N+](=O)[O-])cnc1C)C(Cl)(Cl)Cl (stereo unspecified),0.0,-2%,-5,6%,-12%,12%,-15%,7,-63*
COc1cccc(C2/C(=C(/O)c3cnn(-c4ccccc4)c3C)C(=O)C(=O)N2CCN(C)C)c1 (stereo unspecified),1.6,-1%,1,-4%,-1%,-11%,0%,6,u
N#Cc1ccc(C(=O)OCC(=O)Nc2cccc(S(=O)(=O)N3CCCCC3)c2)cc1,-0.5,-1%,2,-13%,0%,-13%,6%,-4,9
O=C1CCCN1CCCNCC(O)c1ccccc1 (stereo unspecified),1.1,14%,-5,0%,23%,-5%,4%,-3,-9
CC(C)N1C/C(=C/c2cccnc2)C(=O)/C(=C/c2cccnc2)C1,-3.0,-4%,7,2%,109%[activator],u,-10%,5,u
CC(C)CC(c1nnnn1Cc1ccccc1)N1CCC(C(N)=O)CC1 (stereo unspecified),-1.0,-7%,2,3%,-18%,-16%,2%,0,3
O=C(NCc1ccco1)c1ccc(=O)[nH]n1,-0.2,-11%,0,-18%[57.1 µM],7%,-14%,0%,-27,-20
Cc1c(NC(=O)C2CCCNC2=O)c(=O)n(-c2ccccc2)n1C (stereo unspecified),-2.9,-9%,-1,10%,-1%,49%[activator],u,-4,0
O=C(Cc1ccccc1)N1CCC2(CC1)NCCc1[nH]cnc12,1.0,-4%,2,3%,14%,-24%,-1%,0,-2
COC(=O)CN1C(=O)[C@H]2[C@@H](c3ccc(C)o3)N3C(=O)CN(Cc4ccc(-c5ccccc5)cc4)C(=O)[C@@]3(C)[C@H]2C1=O,-0.4,-3%,-4,7%,21%,0%,-16%,-62*,-21
COc1c(/C=N/NC(N)=S)c(C)nn1-c1ccccc1,-2.9,33%,-10,-14%,u,u,-14%,1,-24
